# Bioassay records from PubChem.
# AMA1-RON2 inh = qHTS for Inhibitors of AMA1-RON; Towards Development of Antimalarial Drug Lead: Primary Screen; Plasmodium falciparum AMA1 (3D7) - RON2 peptide interaction; AID 720542, 2013; AlphaScreen AMA1-biotinylated RON2 peptide binding; 360,000 compounds, 0.2% hits; Potency, µM (doses to about 58.2 µM), for the others: top-dose activity change, negative = inhibition, usual class: inhibitors;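 also: potency is read from the fitted curve at half-maximal effect; 0% = vehicle wells and -100% = peptide control; nearly all actives have a fitted effect of over 45% in size; some results filed as inactive show a strong effect at the top dose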
#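 AMA1 (3D7) with his tag at 25 nM final met compounds first, then biotinylated RON2 peptide at 25 nM; detection used donor plus acceptor beads, 10 µg/mL apiece, read by AlphaScreen after 30 min at room temperature.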
# Sm TGR block = qHTS Assay for the Inhibitors of Schistosoma Mansoni Peroxiredoxins. Potency, µM (titrated, usually from 114 µM), for the others: at the highest dose activity change, negative = inhibition, most hits filed as inhibitors. 360,000 compounds, 3% hits. Schistosoma mansoni thioredoxin glutathione reductase (TGR), Q962Y6. purified TGR, DTNB reduction, TNB absorbance 405 nm; also: potency is read from the fitted curve at half-maximal effect; nearly all actives have a fitted effect of over 60% in size
#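 Kinetic colorimetric format: TGR-catalysed, NADPH-driven DTNB reduction monitored via TNB absorbance. Enzyme dispensed at 20 nM; compound exposure 15 min at room temperature before reaction start.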
# LmPK inh = qHTS Assay for Inhibitors of Leishmania Mexicana Pyruvate Kinase (LmPK). Q27686. purified LmPK, Kinase-Glo ATP luminescence, 1 h. Potency, µM (top dose mostly 57.5 µM), for inactives: at the highest dose activity change, negative = inhibition, hits mostly inhibitors. 290,000 compounds, 0.37% hits; also: potency is read from the fitted curve at half-maximal effect
# Target sequence (Q27686 whole entry, looked up): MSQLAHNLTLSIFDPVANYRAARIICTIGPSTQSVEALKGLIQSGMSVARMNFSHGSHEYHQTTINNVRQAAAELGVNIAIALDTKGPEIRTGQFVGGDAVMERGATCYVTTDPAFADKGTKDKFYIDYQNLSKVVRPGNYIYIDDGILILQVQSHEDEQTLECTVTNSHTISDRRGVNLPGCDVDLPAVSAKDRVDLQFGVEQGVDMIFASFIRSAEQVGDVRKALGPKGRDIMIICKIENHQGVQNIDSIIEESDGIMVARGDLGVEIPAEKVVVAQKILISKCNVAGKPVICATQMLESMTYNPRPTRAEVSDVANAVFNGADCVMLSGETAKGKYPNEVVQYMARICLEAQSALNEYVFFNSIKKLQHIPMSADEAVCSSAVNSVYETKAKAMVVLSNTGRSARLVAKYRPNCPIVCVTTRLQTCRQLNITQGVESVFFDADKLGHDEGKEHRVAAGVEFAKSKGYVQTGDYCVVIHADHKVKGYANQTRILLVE
#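 qHTS format; LmPK 0.1 nM; substrates PEP 0.5 mM and ADP 0.1 mM. One-hour room-temperature incubation, then coupled luciferase luminescence; 0.5 nM enzyme wells mark activation.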
# AmpC detergent = qHTS Inhibitors of AmpC Beta-Lactamase (assay with detergent) | AID 485294, 2010 | 370,000 compounds, 0.041% hits | Potency, µM (top dose mostly 114 µM), for inactives: at the highest dose activity change, negative = inhibition, actives largely listed as inhibitors | AmpC hydrolysis of nitrocefin, absorbance 480 nm, 0.01% Triton;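 also: potency is read from the fitted curve at half-maximal effect; 0% = no-compound wells and -100% = no-enzyme wells; nearly all actives have a fitted effect of over 25% in size; some results filed as inactive show a strong effect at the top dose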
# Target sequence (P00811 whole entry, looked up): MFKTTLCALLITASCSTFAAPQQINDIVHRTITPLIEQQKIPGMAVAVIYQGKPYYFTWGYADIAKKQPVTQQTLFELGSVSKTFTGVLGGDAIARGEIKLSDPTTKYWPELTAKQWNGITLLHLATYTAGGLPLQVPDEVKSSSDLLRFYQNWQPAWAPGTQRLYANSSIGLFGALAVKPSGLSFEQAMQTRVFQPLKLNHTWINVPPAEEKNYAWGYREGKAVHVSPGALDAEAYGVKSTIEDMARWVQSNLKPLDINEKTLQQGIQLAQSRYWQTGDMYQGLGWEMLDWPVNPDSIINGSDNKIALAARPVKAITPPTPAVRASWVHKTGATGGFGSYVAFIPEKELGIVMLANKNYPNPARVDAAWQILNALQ
#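 AmpC (5.3 nM in the dispensed reagent) in 20 mM phosphate pH 7.0 with 0.01% (detergent screen) or 0.0001% Triton X-100 was preincubated with compounds for 15 min at room temperature. Nitrocefin was then added from an 800 uM solution, and hydrolysis was followed at 480 nm.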
# AmpC inh no detg = qHTS Inhibitors of AmpC Beta-Lactamase (assay without detergent); P00811; AmpC nitrocefin hydrolysis, absorbance 480 nm, 0.0001% Triton; Potency, µM (highest dose often 57.1 µM), without a hit: at the highest dose activity change, negative = inhibition, usual class: inhibitors; 330,000 compounds, 0.52% hits; AID 485341, 2010;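 also: potency is read from the fitted curve at half-maximal effect; plate controls were no compound for no effect and no enzyme for full effect; nearly all actives have a fitted effect of over 20% in size; some results filed as inactive show a strong effect at the top dose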
#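 20 mM phosphate pH 7.0 + 0.01% (detergent screen) or 0.0001% Triton X-100; 5.3 nM AmpC reagent; cpd preinc 15 min RT; nitrocefin (800 uM stock) to start; A480 q20 s × 4 min; Activity was normalised to no-enzyme and no-compound control wells.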
# TbPYK inhibitor = qHTS of Trypanosoma Brucei Inhibitors | AID 624173, 2012 | pyruvate kinase (Trypanosoma brucei), Q57TT1 | Potency, µM (series often up to 76.8 µM), inactives show at the top dose activity, negative = inhibition, actives largely listed as inhibitors | 410,000 compounds, 0.12% hits | TbPYK enzyme, Kinase-Glo Plus ATP luminescence, 45 min; also: potency is read from the fitted curve at half-maximal effect; nearly all actives have a fitted effect of over 50% in size
#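 T. brucei PYK with substrate was exposed to pin-transferred compounds across a concentration series, then started with 130 uM ADP (final). After 45 min at room temperature, Kinase-Glo Plus luminescence was read, normalized and curve-fitted.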
# HCMV inh = qHTS Assay for inhibitors of the human cytomegalovirus (HCMV) | HFF cells, HCMV-luciferase reporter, 72 h; stronger effect = lower value | activity change, negative = inhibition, % at 57.5 µM | 410,000 compounds, 4.5% hits | AID 1259415, 2018; in the data active = activity change below about -60%; inconclusive = no clear call, values can overlap the other calls; inactive = above about -39%
#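 After 16 h attachment at 37C, HFF cells received test compound and HCMV-luciferase (1 PFU/cell); reporter luminescence read 72 h later, data normalized against buffer-only and known inhibitor Salinomycin.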
# * marks the source's active call; other numbers are inactive results; ? = inconclusive; nt = not tested or not shown; [ ] = another dose, or the depositor's remark. Unless noted, calls follow the shape of the dose curve; as a rule, active = well fitted curve in the direction sought with a large enough effect; inconclusive = small, poorly fitted or top-dose-only effect, or another doubt; inactive = no such curve, though single readings can be large; an effect the other way counts as inactive or inconclusive. Unless noted, % is scaled to controls: 0 for no effect and ±100 for the full control effect.
structure	AMA1-RON2 inh	Sm TGR block	LmPK inh	AmpC detergent	AmpC inh no detg	TbPYK inhibitor	HCMV inh
O=S1(=O)N[C@H](Cc2ccccc2)COc2cccc(N3CCC[C@H]3CO)c21	-7%	nt	nt	nt	nt	-13%	-11
NS(=O)(=O)c1ccc(Nc2nc(-c3ccc(F)cc3)cs2)cc1	-16%	7%	12%	5%	-39%	-2%	-27
C/C(CC(=O)Nc1ccccc1C(F)(F)F)=N\NC(=O)c1cnccn1	143%[activator]	nt	nt	nt	nt	-1%	-10
COc1ccc(CNC(=O)COC(=O)CCn2c(C)csc2=O)cc1OC	-13%	-24%	nt	-11%	-14%	-4%	-6
O=C1CC(CC(=O)N/N=C/c2ccccc2[N+](=O)[O-])=NN1	46%[activator]	0%	2%	?	-21%	-3%	?
COc1ccc(C(C)=O)cc1CSc1nc2ccccc2c(=O)n1-c1ccccc1	-1%[2.32 µM]	-11%	6%	1%	2%	-1%	?
Cn1cc(/C=C(\NC(=O)c2ccccc2Cl)C(=O)NCCCn2ccnc2)c2ccccc21	-3%	0%	1%	3%	50%	-4%	-10
CCCOC(=O)C1[C@H]2C(=O)N(C(C)c3ccc(OC)cc3)C[C@]23C=C[C@H]1O3 (stereo partly drawn)	11%	0%	-2%	-13%	5%	1%	-1
Cc1cccc(C)c1N1CCN(c2c(C)cccc2C)CC1	40%[activator]	3%	-4%	-19%	-6%	-12%	-29
CCCCCCN1CCN(C2CN(CCc3ccccc3)S(=O)(=O)C2)CC1 (stereo not drawn)	2%	nt	nt	nt	nt	-1%	6
CCSCCC(NC1=CC(=O)CC(C)(C)C1)C(=O)O (stereo not drawn)	16%	-22%	-6%	2%	-15%	6%	62
COc1ccc(C2c3ccc4ccccc4c3Oc3ncn(CCN4CCOCC4)c(=N)c32)cc1 (stereo not drawn)	?	0%	5%	-11%	195%[activator]	-8%	?
CCc1ccc(/C=N/NC(=O)Cc2ccc(OC)c(OC)c2)s1	-7%	1%	1%	2%	-8%	8%	5
Cc1ccc(CN2CCNC(=O)C2CC(=O)NCc2csc(C(C)C)n2)cc1 (stereo not drawn)	34%[activator]	-32%	-8%	-10%	85%[activator]	-3%	6
CCOc1ccc(-c2cn3c(n2)sc2cc(C(=O)NCCCc4ccccc4)ccc23)cc1	nt	3%	nt	6%	nt	0%	nt
Cc1cc(Cl)ccc1OCC(=O)NNC(=O)c1cnccn1	64%[activator]	12%	0%[11.5 µM]	3%	-17%	-4%	?
Cc1ccccc1C(N)=O	9%	nt	nt	nt	nt	4%	2
COC(C[C@H]1O[C@H]1[C@@H](O)COCc1ccccc1)OC	5%	-17%	-6%	2%	-11%	1%	1
NC(=O)CC(NC(=O)Cc1ccc(Br)cc1)c1ccc(N2CCc3ccccc3C2)c([N+](=O)[O-])c1 (stereo not drawn)	-4%	0%	-2%	-17%	39%	-23%	-12
C=C1CCC2C(C)(C)[C@@H](O)CC[C@@]2(C)[C@@H]1COc1ccc2ccc(=O)oc2c1 (stereo partly drawn)	3%	37%[activator]	14%	-1%	74%[activator]	1%	-23
COc1ccc(NC(=O)Cn2cccc2)c(OC)c1	-5%	?	-3%	6%	-7%	4%	5
Cc1cc2nc(SCC(=O)O)nc(C)c2cc1C	-6%	2%	-3%	-7%	-13%	4%	-25
O=C(CN1CCCC1=O)NC1C2CC3CC(C2)CC1C3 (stereo not drawn)	-13%	8%	1%	-1%	1%	0%	22
O=C(COC(=O)c1cnc(Cl)c(Cl)c1)NCCC1=CCCCC1	8%	-4%	4%	1%	-2%	8%	-17
CCOC(=O)c1cnc(N2CCN(c3ccc(C)cc3C)CC2)c2ccccc12	nt	25%	nt	17%	nt	-14%	-8
COCCN(C(=S)Nc1ccc(Cl)cc1OC)C1CCN(C(C)=O)CC1	-19%	7%	2%	9%	154%[activator]	-7%	-22
C=CCN1C(=O)c2ccc(C(=O)OCC(=O)N(C)C3CCCCC3)cc2C1=O	-12%	0%	4%	3%	41%	-10%	-22
Cn1c(=O)[nH]c(=O)c2c1nc(CN1CCN(Cc3ccccc3)CC1)n2CC(N)=O	0%	0%	1%	?	1%	-1%	-26
Cc1ccc(N2C(=O)N3[C@H](c4ccc(F)cc4)[C@@H]4C(=O)N(C5CCCCC5)C(=O)[C@@H]4[C@]3(C)C2=O)cc1	-7%	0%	-2%	-10%	149%[activator]	4%	nt
Cc1cccc(Cn2c(NCCO)nc3c2c(=O)n(C)c(=O)n3C)c1	-1%	0%	4%	0%	-2%	-5%	-75*

# Another view of some results above:
COc1ccc(C(C)=O)cc1CSc1nc2ccccc2c(=O)n1-c1ccccc1
  AMA1-RON2 inh: -1%[2.32 µM]
  Sm TGR block: -11%
  LmPK inh: 6%
  AmpC detergent: 1%
  AmpC inh no detg: 2%
  TbPYK inhibitor: -1%
  HCMV inh: ?

COC(C[C@H]1O[C@H]1[C@@H](O)COCc1ccccc1)OC
  AMA1-RON2 inh: 5%
  Sm TGR block: -17%
  LmPK inh: -6%
  AmpC detergent: 2%
  AmpC inh no detg: -11%
  TbPYK inhibitor: 1%
  HCMV inh: 1

# Next compounds.
structure	AMA1-RON2 inh	Sm TGR block	LmPK inh	AmpC detergent	AmpC inh no detg	TbPYK inhibitor	HCMV inh
CCOc1ccc(CCNC(=O)c2nnn(CC(=O)Nc3ccc(C)cc3)c2N)cc1OCC	-5%	-1%	-22%	-1%	22%	0%	nt
O=C(NCCNc1ccc([N+](=O)[O-])cc1C(F)(F)F)c1ccccc1	2%	0%	3%	6%	-1%	1%	?
COc1ccc(CNC(=O)c2cc(-c3ccc(OC)cc3)on2)cc1	nt	17%	nt	15%	nt	-1%	2
COC(=O)c1cc2occc2n1Cc1nc(-c2ccc(C)cc2)oc1C	nt	-25%	nt	22%	nt	-11%	?
Cc1ccc(C(=O)COC(=O)Cc2ccccc2)cc1	32%[activator]	71%[activator]	-5%	2%	-27%	5%	23
O=C(CSC1=Nc2ccccc2N=C(c2ccc(F)cc2)C1)NCc1ccc(F)cc1	nt	-3%	nt	23%	nt	-4%	-4
CC(=O)c1cc2cccc(OC3(C)CCN(Cc4ccc5ccccc5c4)C3)c2o1 (stereo not drawn)	?	nt	nt	nt	nt	1%	30
CCCCCCOC1(c2ccccc2)OC(=O)c2ccccc21 (stereo not drawn)	36%[activator]	-25%	1%	-2%	-20%	0%	26
Cc1nn(C)cc1[C@@H]1C[C@H]2CN(Cc3cccc(Cl)c3)C(=O)[C@]23CCCN13	0%	-11%	9%	2%	34%	-9%	-19
O=S(=O)(Nc1ccccc1F)c1cccc(NC(=S)NCCN2CCOCC2)c1	-7%	nt	nt	nt	-49%	?	-31
CCCCNC(=S)N(Cc1ccco1)Cc1cc2cc3c(cc2[nH]c1=O)OCCO3	20%	-16%	2%	-1%	-56%	1%	-29
COc1ccc(Cl)c2sc(NC(=O)C3=COCCO3)nc12	-21%	8%	nt	-14%	-7%	3%	-14
c1cnc2nc3c4ccccc4c4ccccc4c3nc2c1	-14%	nt	nt	nt	nt	1%	88
CCOC(=O)Cn1nnc(-c2ccc(SC)cc2)n1	2%	3%	-2%	?	-10%	-3%	40
C[n+]1ccccc1C1CCCC/C1=N\NC(N)=S (stereo not drawn)	0%	-22%	6%	2%	-16%	-25%	-28
CNCCc1c[nH]c2ccc(O)cc12	?	nt	nt	nt	nt	-12%	-8
Oc1c(N=NC(=S)Nc2ccccc2F)c2ccccc2n1Cc1ccc(Cl)cc1	62%[activator]	6%	-7%	-14%	-32%	6%	72
CC(=O)Nc1cccc(NC(=O)c2ccc(Br)cc2)c1	-2%	-8%	4%	4%	-19%	-4%	74
CS(=O)(=O)N(Cc1ccccc1)c1ccc(C(=O)Nc2cccnc2)cc1	-11%	-23%	4%	?	-1%	5%	12
CCn1ccnc1CN(C)C(=O)CCc1nnc(CCC2CCCCC2)o1	5%	13%	-3%	-9%	-12%	-2%	37
CCOc1ccc(N(CC(=O)NCc2ccc(OC)cc2)S(=O)(=O)c2c(C)noc2C)cc1	0%	29%	-1%	1%	-5%	-5%	-7
Cc1ccc(OCCNC(=O)CNC(=O)c2ccc(C)cc2)cc1	0%	1%	-3%	-1%	1%	3%	-19
CCN(CC)S(=O)(=O)c1ccc2oc(Nc3ccc4c(c3)OCCO4)nc2c1	14%	-7%	4%	-10%	-46%	2%	38
CCN(C(=O)c1ccc(NC(C)=O)cc1)c1ccccc1C	17%	-11%	0%	-12%	12%	-4%	19
CN(CC(=O)Nc1cccc(Cl)c1)S(=O)(=O)c1ccc2c(c1)n(C)c(=O)c(=O)n2C	1%	-6%	-8%	-4%	-1%	-9%	-5
COc1ccc2[nH]c(C(=O)Nc3ccc(C)c(F)c3)cc2c1	4%	11%	0%	-2%	-26%	-9%	25
CCCCCCCCCCCCC/C=C/[C@@H](O)[C@@H](N)CO	44%[activator]	4%	nt	-11%	-1%	0%	3
CCOCCCN(C(=O)c1snc(C(N)=O)c1N)C(C(=O)NC(C)(C)C)c1ccc(Cl)cc1 (stereo not drawn)	-17%	6%	-1%	-3%	41%	-3%	3
CCCc1nc2ccccc2c(=O)n1-c1cccc(OC)c1	-16%	12%	-1%	-3%	-3%	-2%	-25
CC(=O)OCC(=O)C1CCC2C3CC=C4CC(O)CCC4(C)C3CCC12C (stereo not drawn)	1%	6%	nt	-10%	-10%	3%	-32
CCOc1ccc(OC(=O)c2cccc(S(=O)(=O)N3CCN(C)CC3)c2)cc1	5%	-4%	nt	-15%	155%[activator]	-2%	-29
Fc1ccccc1CSc1nnc(Cn2cnc3ccccc32)n1-c1ccccc1	12%	8%	3%	-4%	12%	-14%	-22
O=C(CCc1n[nH]c(=O)[nH]c1=O)N1CCOCC1	14%	-1%	1%	?	-5%	1%	-35
CCOc1ccc2c(c1)C(=NNC(=O)c1ccncc1)c1cc(OCC)ccc1-2	69%[activator]	-8%	3%	-9%	-16%	0%	-95*
